GLP-1R agonist: agonists of human GLP-1 receptor; P43220; HEK293 GLP-1R CRE-luciferase, luminescence, 4-6 h; cells express a hypersensitive GLP-1R form; Potency, µM (series often up to 45.6 µM), for inactives: at the top dose activation, hits mostly activators; 380,000 tested, 0.007% active; AID 624172; further: potency means the concentration at half of the fitted maximal effect; % of control where 0% means no effect
Target sequence (P43220 whole entry, looked up): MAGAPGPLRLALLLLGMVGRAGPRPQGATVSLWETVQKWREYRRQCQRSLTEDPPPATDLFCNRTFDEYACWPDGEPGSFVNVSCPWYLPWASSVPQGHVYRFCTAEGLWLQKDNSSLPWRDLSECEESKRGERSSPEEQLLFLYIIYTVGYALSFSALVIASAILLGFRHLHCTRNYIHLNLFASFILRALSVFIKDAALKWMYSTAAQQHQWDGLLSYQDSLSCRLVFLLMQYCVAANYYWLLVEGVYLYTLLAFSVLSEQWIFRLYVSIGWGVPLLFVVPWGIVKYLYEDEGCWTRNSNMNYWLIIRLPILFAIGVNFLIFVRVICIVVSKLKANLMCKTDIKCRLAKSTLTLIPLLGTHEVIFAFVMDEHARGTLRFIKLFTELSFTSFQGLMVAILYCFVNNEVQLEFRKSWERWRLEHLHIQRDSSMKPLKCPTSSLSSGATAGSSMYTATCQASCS
HT1080NT lethal: kills 2HG-producing HT-1080-NT fibrosarcoma cells; HT-1080-NT fibrosarcoma viability, CellTiter-Glo ATP luminescence, 48 h; Potency, µM (top dose mostly 46.1 µM), for the others: at the top dose activity, negative = less viability, hits mostly cytotoxic; 360,000 tested, 1.6% active; AID 686970;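 further: NT is the 2HG producing partner of a matched IDH1 knockdown line; potency means the concentration at half of the fitted maximal effect; 0% = DMSO-treated cells and -100% = media-only wells without cells; nearly all actives have a fitted effect of over 55% in size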
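Toxicity toward the 2HG-producing NT line was scored as %Activity, normalised to DMSO and no-cell wells, from CellTiter-Glo luminescence after 48 hours' treatment.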
D3 ag: agonists of human D3 dopamine receptor; 410,000 tested, 0.58% active; D3R DiscoveRx beta-arrestin cells, luminescence, 90 min; max activation, %; P35462; in the data active means max activation above about 30%; further: 0% is about no effect; mostly tested at two doses, the higher about 12 µM
Target sequence (P35462 whole entry, looked up): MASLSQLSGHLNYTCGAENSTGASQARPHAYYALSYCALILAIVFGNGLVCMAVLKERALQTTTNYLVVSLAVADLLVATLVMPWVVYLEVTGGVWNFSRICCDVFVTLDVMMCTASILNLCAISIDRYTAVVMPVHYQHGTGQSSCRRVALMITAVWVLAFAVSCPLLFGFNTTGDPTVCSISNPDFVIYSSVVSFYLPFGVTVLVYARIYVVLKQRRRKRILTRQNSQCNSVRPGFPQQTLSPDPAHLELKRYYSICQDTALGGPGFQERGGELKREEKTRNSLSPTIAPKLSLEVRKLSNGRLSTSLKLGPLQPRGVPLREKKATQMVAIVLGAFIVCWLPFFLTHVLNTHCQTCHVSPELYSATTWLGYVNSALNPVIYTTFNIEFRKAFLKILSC
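Agonist mode: compounds and dopamine controls were applied to plated cells for 90 min at 37 degrees C after an overnight attachment at 1500 cells/well. Luminescent read-out followed 30 - 60 minutes at room temperature with DiscoveRx detection reagent.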
KB-V1 cytotox: kills drug-selected multidrug resistant KB-V1 cells. KB-V1 MDR cells viability, CellTiter-Glo, 72 h. AID 1347076. 400,000 tested, 3.4% active. Potency, µM (series often up to 46.1 µM), inactives show at the top dose activity change, negative = cytotoxicity, most hits filed as cytotoxic; further: potency means the concentration at half of the fitted maximal effect; on the % scale 0 is the no-effect control and ±100 the full control effect; nearly all actives have a fitted effect of over 60% in size
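In this primary screen, KB-V1 cells overexpressing P-gp are incubated with library compounds (lowest to highest concentration) for 72 h at 37 degrees C before a luminescent ATP viability read.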
SW480 rerep: inducers of DNA re-replication in SW480 colon cancer cells | SW480 DNA re-replication, Hoechst DNA content imaging, 48 h | Potency, µM (doses to about 46.1 µM), without a hit: top-dose re-replication activation, usual class: activators | AID 624297 | 340,000 tested, 1.8% active; further: potency means the concentration at half of the fitted maximal effect; % of control where 0% means no effect; nearly all actives have a fitted effect of over 55% in size
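Quantitative HTS format with DMSO vehicle controls; 48 hr drug incubation at 37 C, then 40 min Hoechst staining and scanning imager measurement at 405 nm excitation.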
D3 antag: antagonists of human D3 dopamine receptor | 360,000 tested, 2.5% active | max response, negative = inhibition, % | P35462 | D3R cells, DiscoveRx beta-arrestin luminescence, antagonist mode; stronger effect = lower value; in the data active means max response below about -50%; inconclusive means no clear call, values can overlap the other calls; further: on the % scale 0 is the no-effect control and ±100 the full control effect; mostly tested at two doses, the higher about 12 µM
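Cells plated overnight at 1500 cells/well, then exposed to library compounds with dopamine controls for 90 minutes at 37 degrees C. DiscoveRx reagent added for 30–60 minutes at room temperature; luminescence read, quantitative HTS format.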
KB-3-1 tox: kills parental KB-3-1 adenocarcinoma cells | KB-3-1 viability, CellTiter-Glo ATP luminescence, 72 h | AID 1347075 | 400,000 tested, 1.4% active | Potency, µM (titrated, usually from 46.1 µM), for inactives: at the top dose activity change, negative = cytotoxic, hits mostly cytotoxic; further: potency means the concentration at half of the fitted maximal effect; on the % scale 0 is the no-effect control and ±100 the full control effect; nearly all actives have a fitted effect of over 60% in size
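KB-3-1 cells, DMEM (no phenol red) + 10% FBS; compound by pin transfer, 72 h, 37 °C. Readout: CellTiter-Glo luminescence after 10 min. Data normalized, curve-fitted.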
HT1080 IDH1KD tx: kills HT-1080 cells with IDH1 knockdown; HT-1080 IDH1 knockdown viability, ATP luminescence, 48 h; Potency, µM (titrated, usually from 46.1 µM), for the others: at the top dose activity, negative = toxicity, most hits filed as cytotoxic; 360,000 tested, 2% active; AID 686971;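 further: potency means the concentration at half of the fitted maximal effect; 0% = DMSO wells and -100% = cell-free medium wells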
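% activity derives from luminescence (CellTiter-Glo), normalised to DMSO and no-cell wells. HT-1080-IDH1KD cells, 750/well, had 48 h compound exposure at 37 °C.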
IL1B secr inh: inhibitors of inflammasome signaling (IL-1 beta secretion); THP-1 LPS/ATP IL-1B secretion, AlphaLISA, 16 h; stronger effect = lower value; activity change, % at 57.5 µM; 360,000 tested, 4.7% active; AID 743279; in the data active means activity change below about -50%; inconclusive means mostly about -30% to -49%; further: on the % scale 0 is the no-effect control and ±100 the full control effect
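Secreted IL-1B measured by AlphaLISA bead assay after 16 h compound exposure of THP-1 cells; compounds (final up to 57.5 uM) added 1 h before LPS (250 ng/mL) and ATP (1.25 mM) stimulation; lower signal means less secretion.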
The depositor's hits bear a star; u = inconclusive; x = no result given; [ ] = dose if it differs, or a comment. Unless noted, the call rests on the fitted dose curve; in most records, active means well fitted curve in the direction sought with a large enough effect; inconclusive means small, poorly fitted or top-dose-only effect, or another doubt; inactive means no such curve, though single readings can be large; an effect the other way counts as inactive or inconclusive.

Order of results: GLP-1R agonist | HT1080NT lethal | D3 ag | KB-V1 cytotox | SW480 rerep | D3 antag | KB-3-1 tox | HT1080 IDH1KD tx | IL1B secr inh
- COc1cc(OC)cc(-c2nnc(SCC(=O)Nc3cccc(C(=O)O)c3)s2)c1
    9.0% | 11.8% | -1.1 | -11.4% | -20.7% | 28.2 | 0.0% | -6.1% | 18.5
- CCC(C)C(NC(=O)c1ccccc1NC(=O)c1ccccc1)C(=O)N1CCOCC1 (stereo not given)
    -6.8% | -0.4% | 4.3 | u | -0.1% | 14.5 | u | -1.5% | -1.7
- CCC(C)NC(=O)Cn1cc(S(=O)(=O)N2CCN(c3ccccc3F)CC2)c2ccccc2c1=O (stereo not given)
    7.0% | -2.8% | -6.2 | 0.0% | 18.3% | -9.8 | 1.2% | -20.0% | -3.8
- COCCNC(=S)N1CCc2cc(OC)c(OC)cc2C1COc1ccc(F)cc1 (stereo not given)
    15.4% | -20.5% | -1.7 | -0.5% | 15.5% | -6.0 | -14.9% | u | -3.2
- CC1(C)C(=O)Nc2ccccc2N1C(=O)COC(=O)CNS(=O)(=O)c1ccc(Br)cc1Cl
    1.5% | 3.0% | -3.8 | -6.8% | 1.8% | -0.5 | 1.1% | -1.4% | 5.5
- N/C(=N\OC(=O)CN1C(=O)c2ccccc2C1=O)c1ccc(Br)cc1
    -4.1% | 2.3% | 1.9 | 0.9% | -0.1% | 18.5 | -1.7% | 10.1% | 2.3
- CCN(C[C@H]1N[C@@](Cc2ccccc2)(C(=O)OC)[C@H]2C(=O)N(C)C(=O)[C@@H]12)C(=O)c1ccccc1
    -0.5% | 5.7% | 6.0 | 0.0% | -3.4% | 3.5 | 0.0% | 4.3% | 1.2
- CSc1ncccc1C(=O)NNC(=O)c1ccc(NS(=O)(=O)c2cccs2)cc1
    0.8% | 0.1% | -0.2 | 25.8% | 1.2% | 0.4 | 17.0% | 0.8% | -5.8
- CCOC(=O)C1C(=O)NC(SCC(N)=O)=C(C#N)C1c1ccccc1OCC (stereo not given)
    -5.1% | 4.0% | 1.9 | 16.9% | 6.7% | 13.0 | 7.3% | 2.0% | 6.1
- CC(C)OC(=O)c1ccc(NC(=O)CSc2nc3ncccc3[nH]2)cc1
    4.4% | -23.1% | -1.2 | 2.8% | u | 15.5 | -10.9% | -18.8% | u
- Cc1ccc(S(=O)(=O)NNC(=O)c2sccc2-n2cccc2)cc1
    -4.5% | 7.4% | 5.7 | 3.7% | -11.0% | 3.7 | 5.4% | 21.0% | -23.0
- Cc1ccccc1OCCNCC(C)O (stereo not given)
    -1.5% | 10.4% | -12.0 | -7.7% | -3.6% | -56.6* | u | -0.7% | -4.0
- O=C(Nc1ccc(Cl)c(Cl)c1)C1CCCCC1
    -5.8% | -0.3% | 6.3 | -1.2% | 10.3% | 8.3 | -20.2% | 8.7% | -18.6
- CCOC(=O)c1c(NC(=O)COC)sc(C)c1C
    u | 15.4% | 0.9 | 10.4% | 0.5% | -0.4 | 4.8% | 11.1% | -17.7
- Cc1cc(Cl)ccc1N=c1ssnc1Cl
    -5.1% | u | 3.1 | 0.5% | -1.0%[9.22 µM] | u | u | 23.1µM* | u

Other structures.
Order of results: GLP-1R agonist | HT1080NT lethal | D3 ag | KB-V1 cytotox | SW480 rerep | D3 antag | KB-3-1 tox | HT1080 IDH1KD tx | IL1B secr inh
- Cn1cc(S(=O)(=O)N2CCc3ccccc3C2)c(=O)n(C)c1=O
    4.5% | 3.1% | -0.6 | -2.8% | 3.8% | -1.0 | -7.4% | -1.5% | 29.8
- CCn1ccnc1CN1CCN(CCC(C)C)C(CCO)C1 (stereo not given)
    3.0% | -7.2% | -4.6 | 27.9% | -13.1% | -4.4 | 6.0% | -5.7% | 16.2
- CS(=O)(=O)N(CCc1ccccc1)CC(=O)NCc1ccc(Cl)cc1
    6.9% | -14.1% | 4.8 | -16.6% | 3.0% | 8.5 | 2.0% | 3.1% | 10.9
- Cc1ccc(S(=O)(=O)c2cc3c(=O)n4ccccc4nc3n(Cc3ccco3)c2=N)cc1C
    -7.0% | 1.7% | -0.5 | -11.8% | u | -25.1 | 3.7% | 3.6% | -24.5
- O=C1C(Cc2ccc(O)cc2)NC(=S)N1c1ccccc1 (stereo not given)
    -0.3% | -11.1% | -20.7 | 0.5% | -1.8% | 10.6 | -2.2% | -1.2% | 7.2
- COc1ccc(N2CCC(CNC(=O)Nc3cccc(OC)c3)C2)cc1 (stereo not given)
    -6.0% | -25.4% | -10.1 | 20.6µM* | 12.5% | 1.9 | -12.7% | -29.9% | -2.5
- C=C(C)C1CC=C(C)/C(=N\NC(=O)CCC(=O)Nc2ccc(C)c(C)c2)C1 (stereo not given)
    2.9% | 2.3% | -8.0 | u | 0.9% | -17.7 | -0.6% | 17.0% | 0.0
- CCc1nnc(NS(=O)(=O)c2ccc(NC(=S)NC(=O)c3ccncc3)cc2)s1
    -0.1% | 2.0% | -3.8 | 2.1% | 5.7% | -29.8 | 12.4% | -3.5% | 12.8
- COc1ccc(OC)c(C(=O)c2ccc(C(=O)N3CCCCC3)cc2)c1
    7.7% | -9.6% | -2.3 | u | -1.0% | 7.5 | -3.1% | -17.3% | 13.8
- NC[C@H](Cc1ccccc1)NCCc1cc(C(F)(F)F)cc(C(F)(F)F)c1
    10.8% | -7.5% | -29.7 | 0.0% | u | -9.4 | 0.0% | -3.4% | u
- Cc1cnc(C(=O)NC2CC(C)(C)Cc3c2cnn3-c2cccc(F)c2)cn1 (stereo not given)
    9.4% | 1.5% | -0.4 | -5.7% | -4.6% | -1.0 | -0.9% | -5.2% | -1.5
- COCCOC(=O)c1c(C)oc2ccc(NS(=O)(=O)c3ccc(F)cc3)cc12
    15.2% | 16.4% | 5.8 | 5.17µM* | -1.5% | 11.3 | 6.0% | -1.1% | 0.0
- CC(C)CC(=O)Nc1ccccc1N1CCOCC1
    5.6% | -2.2% | -3.2 | 2.7% | -6.5%[9.22 µM] | 0.2 | -1.3% | -3.6% | -1.6
- CCCn1ccnc1SCC(=O)Nc1c(C)n(C)n(-c2ccccc2)c1=O
    4.4% | 4.2% | -6.1 | -2.0% | -5.9% | 6.1 | 2.6% | 1.3% | 0.0
- N/C(Cc1ccc(Cl)cc1Cl)=N\OC(=O)c1ccc(Br)o1
    25.5% | 0.0% | 3.3 | -12.2% | 10.4% | 0.0 | 2.6% | 7.6% | 14.6

(cont.)
Order of results: GLP-1R agonist | HT1080NT lethal | D3 ag | KB-V1 cytotox | SW480 rerep | D3 antag | KB-3-1 tox | HT1080 IDH1KD tx | IL1B secr inh
- COc1cc(C2c3[nH]c4ccccc4c3C[C@H]3C(=O)N(CCO)CC(=O)N23)cc(OC)c1OC (stereo not given in full)
    8.7% | -4.9% | 2.4 | 35.3% | -1.5% | -9.7 | -4.1% | u | 39.2
- COc1ccc(NC(=O)Nc2ccc3c(c2)C(=O)N([C@H](C)CO)C[C@H](C)[C@@H](CN(C)S(=O)(=O)c2ccc(F)cc2)O3)cc1
    -0.8% | 3.4% | -38.2 | 15.2% | 15.3% | 5.7 | 5.9% | -4.3% | -3.6
- Oc1oc(-c2ccco2)nc1C=Nc1cccc(Cl)c1
    -12.5% | 2.4% | -7.9 | 6.4% | u | 7.3 | 7.8% | 3.1% | u
- CCOc1cc(C=O)cc(Cl)c1OCC(N)=O
    -5.6% | 1.7% | 0.2 | 29.9% | -17.8% | 12.5 | 1.6% | 10.3% | 31.3
- Cc1ccc(S(=O)(=O)N2CCN(C)CC2)c(C)c1N(C)S(=O)(=O)c1ccc(Cl)cc1
    5.3% | -10.6% | -14.9 | -16.1% | 2.4% | u | u | -22.6% | -12.8
- CC(=O)Oc1cccc(N2C(=O)C3CC=C(Cl)CC3C2=O)c1 (stereo not given)
    -3.2% | 2.5% | 5.2 | 11.9% | -2.3% | 2.7 | 3.3% | -0.6% | 18.1
- Cc1cccc(C2CC(=O)Nc3cc4c(cc32)OCO4)c1 (stereo not given)
    0.9% | x | 5.2 | -25.3% | x | x | u | x | x
- CC1(C)CC(=O)C(C(C#Cc2ccccc2)C2=C(O)CC(C)(C)CC2=O)=C(O)C1
    0.9% | u | -10.3 | -1.2% | u | -8.0 | -3.7% | u | -99.5*
- COc1ccc2nc(NC(=O)C34CC5CC(CC(NC(C)=O)(C5)C3)C4)sc2c1
    -4.4% | -8.2% | 6.2 | -20.0% | 5.0% | -17.7 | -1.4% | -18.5% | -27.8
- N=c1occ(C(=O)c2cc(F)ccc2O)cc1C(=O)NC1CCCCC1
    13.4% | -22.3% | 14.5 | 3.2% | -23.2% | 0.4 | 4.0% | -16.4% | -16.6
- OCCCNc1ncnc2c1ncn2[C@H]1CN(Cc2ccc(-c3ccccc3)cc2)C[C@@H](CO)O1
    7.0% | -17.1% | -24.0 | -2.9% | x | -6.7 | -1.5% | -20.0% | 62.6
- O=C(NN1C(=O)C2C3C=CC(C3)C2C1=O)c1ccccc1 (stereo not given)
    2.2% | -2.2% | 2.4 | 1.1% | -3.9% | 2.6 | 6.5% | 26.1% | -4.3
- O=C(NN1C(=O)C2C3c4ccccc4C(c4ccccc43)C2C1=O)c1ccc(Cl)cc1 (stereo not given)
    -1.1% | -4.8% | -1.8 | 16.4µM* | -7.9% | -8.7 | -9.7% | -0.1% | -8.9
- CCN(Cc1ccccc1)C(=O)CN1C(=O)c2ccccc2S1(=O)=O
    -2.3% | 9.3% | 3.2 | 8.6% | 1.0% | 19.9 | 1.8% | 14.2% | -0.4

Some of the entries above in another layout.
canonical_smiles | GLP-1R agonist | HT1080NT lethal | D3 ag | KB-V1 cytotox | SW480 rerep | D3 antag | KB-3-1 tox | HT1080 IDH1KD tx | IL1B secr inh
COc1ccc2nc(NC(=O)C34CC5CC(CC(NC(C)=O)(C5)C3)C4)sc2c1 | -4.4% | -8.2% | 6.2 | -20.0% | 5.0% | -17.7 | -1.4% | -18.5% | -27.8
Cc1cccc(C2CC(=O)Nc3cc4c(cc32)OCO4)c1 (stereo not given) | 0.9% | x | 5.2 | -25.3% | x | x | u | x | x

Assay outcomes deposited in PubChem BioAssay by National Center for Advancing Translational Sciences (NCATS).
